From PubChem
bIAP act = bovine intestinal alkaline phosphatase activators, primary screen, biochemical, bovine IAP, CDP-star luminescence | alkaline phosphatase, intestinal [Bos taurus] | purified bovine IAP, 30 min; active compounds read high; fold of DMSO-control signal, blank-subtracted | activation factor at 20 µM | hit rate 0.17% among 200,000 | AID 1016, 2008;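 active means activation factor of 2 or more at 20 µM, a signal rise over negative controls twice the positive control's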
NF-kB expr up = activators of NF-kB expression in neurons, primary screen, cell-based, HTS; human neuronal cells, NF-kB reporter expression; active compounds read high; fold change at 12.5 µM; hit rate 1.6% among 190,000; AID 1239, 2008; in the data active means fold change above about 3.3
TNAP inh hiacc = human TNAP enzyme inhibitors, primary screen, biochemical, luminescent, high phosphate acceptor level, uHTS | Alkaline phosphatase, tissue-nonspecific isozyme (Homo sapiens), P05186 | purified TNAP, CDP-star luminescence, 1 M DEA | inhibition, % at 20 µM | hit rate 0.03% among 200,000;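 active means over 50% inhibition of tissue-nonspecific alkaline phosphatase at 20 µM in the single-dose screen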;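 further: plate controls were DMSO wells for no effect and EDTA-quenched wells as full inhibition for full effect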
APP 5'UTR act = activators of APP 5'UTR luciferase reporter, primary screen, SH-SY5Y cells. SH-SY5Y APP 5'UTR luciferase reporter, luminescence; zero percent = DMSO vehicle wells. activation, % at 2 µM. hit rate 1% among 190,000. AID 1276, 2008;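 active means activation above a set limit, based on mean plus 3 SD of controls, cut at about 140% in these data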; further: values of inactives mirror those of a sister screen read the other way
FLuc inhib CS = firefly luciferase enzyme inhibitors, primary screen, artefact control for luciferase-based inhibitor screens, biochemical, luminescence, ATPLite. Luciferin 4-monooxygenase (Photinus pyralis), P08659. 10 min. inhibition, % at 10 µM. hit rate 1.5% among 200,000;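 active means inhibition above about 50% when tested at 10 µM, limit read from the data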
Target sequence (P08659 whole entry, looked up): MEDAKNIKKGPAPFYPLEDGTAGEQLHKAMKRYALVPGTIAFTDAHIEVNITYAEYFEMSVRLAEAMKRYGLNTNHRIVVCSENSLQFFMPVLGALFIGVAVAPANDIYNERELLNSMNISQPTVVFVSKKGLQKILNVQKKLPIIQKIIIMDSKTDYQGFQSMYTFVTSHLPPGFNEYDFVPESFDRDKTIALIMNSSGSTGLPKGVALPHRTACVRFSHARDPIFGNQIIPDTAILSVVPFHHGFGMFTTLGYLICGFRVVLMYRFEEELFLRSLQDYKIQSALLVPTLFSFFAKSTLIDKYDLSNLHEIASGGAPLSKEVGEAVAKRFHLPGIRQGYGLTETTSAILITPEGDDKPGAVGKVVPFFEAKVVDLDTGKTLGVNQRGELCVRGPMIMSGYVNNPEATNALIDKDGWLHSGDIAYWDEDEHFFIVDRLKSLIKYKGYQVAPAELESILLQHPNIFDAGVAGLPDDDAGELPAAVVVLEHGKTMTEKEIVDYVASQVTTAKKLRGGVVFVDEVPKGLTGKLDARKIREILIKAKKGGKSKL
FLuc act counter = FLuc activators, initial screening, artefact control for FLuc-dependent activation tests, biochemical, ATPlite luminescence; Luciferin 4-monooxygenase (Photinus pyralis), P08659; ATPlite luciferase biochemical, 10 min; 0 = ATP-free wells, 1 = DMSO control; activation factor at 10 µM; 200,000 tested, under 10 active; AID 1027, 2008;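 active means luciferase activation factor, scaled between plate controls, of at least 2 with compound at 10 µM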
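Assay system – cell-free luciferase reagent · Medium – PBS-based ATP solution · Dosing – test compounds dosed from 2 mM stocks in 100% DMSO · Timing – 10 min, room temperature · Technique – light output (luminescence) · Measure – luminescence gain marking luciferase activators · Controls – No-ATP low control, compound-free enzyme-plus-ATP high control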
PMI act = activators of human PMI, primary screen, biochemical, fluorescence intensity, near-Km mannose 6-phosphate; activation factor at 20 µM; hit rate 0.005% among 190,000; purified human PMI, coupled resazurin fluorescence, 20 min; active compounds read high; 1 = vehicle control, 0 substrate-free wells; Mannose-6-phosphate isomerase (Homo sapiens), P34949; AID 1214, 2008;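 active means activation factor of 2 or more at 20 µM, relative to plate controls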
Target sequence (P34949 whole entry, looked up): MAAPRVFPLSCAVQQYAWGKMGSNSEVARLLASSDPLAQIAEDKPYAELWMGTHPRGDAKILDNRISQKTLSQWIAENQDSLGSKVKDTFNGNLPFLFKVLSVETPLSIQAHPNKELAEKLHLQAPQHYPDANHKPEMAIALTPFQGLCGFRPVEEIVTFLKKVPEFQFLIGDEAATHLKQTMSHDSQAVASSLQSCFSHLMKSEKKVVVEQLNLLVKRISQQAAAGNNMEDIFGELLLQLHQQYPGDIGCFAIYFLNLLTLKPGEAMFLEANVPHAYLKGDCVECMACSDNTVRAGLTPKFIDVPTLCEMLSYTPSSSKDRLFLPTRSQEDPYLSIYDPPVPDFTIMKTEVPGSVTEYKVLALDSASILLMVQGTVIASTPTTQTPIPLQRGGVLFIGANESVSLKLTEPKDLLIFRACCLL
TNAP act hiacc = TNAP activators at high phosphate acceptor level, primary screen, biochemical, luminescence, uHTS. activation factor at 20 µM. Alkaline phosphatase, tissue-nonspecific isozyme (Homo sapiens), P05186. purified TNAP, CDP-star luminescence, 1 M DEA, 30 min; active compounds read high; 0 = EDTA background, 1 = DMSO-only activity. 200,000 tested, under 10 active;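 active means activation factor at least 2 at 20 µM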
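Test system – human TNAP · Doses – 20 µM single point · Incubation – 30 min, room temperature · Signal – luminescent substrate turnover signal · Read-out basis – activation factor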
PMI act hi M6P = human PMI activators, high substrate, primary screen, biochemical, fluorescence intensity, near-saturating mannose 6-phosphate | hit rate 0.34% among 190,000 | coupled PMI enzyme assay, resazurin fluorescence, 20 min; active compounds read high; 1 = untreated enzyme, 0 = substrate-free blank | activation factor at 20 µM;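 active means activation factor of 2 or more at 20 µM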
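Material: human phosphomannose isomerase with PGI, G6PDH, diaphorase coupling enzymes / Reagent: Man-6-P substrate 1.0 mM / Dosing: single compound dose of 20 µM, 1% DMSO final / Incubation: enzyme reaction with compound 20 min at room temperature / Signal: resorufin fluorescence (Ex 544/Em 590 nm) from resazurin via diaphorase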
TNAP inh noacc = human TNAP enzyme inhibitors, primary screen, biochemical, luminescent, no phosphate acceptor, uHTS | hit rate 0.26% among 200,000 | AID 1012, 2008 | purified TNAP, CDP-star luminescence, 30 min | inhibition, % at 20 µM;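 active means tissue-nonspecific alkaline phosphatase inhibition above about 50% at 20 µM in the single-dose screen, limit read from the data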;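 further: 0% = DMSO negative control and 100% = EDTA positive control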
Active calls of the source: *; / = not tested or not shown.

SMILES | bIAP act | NF-kB expr up | TNAP inh hiacc | APP 5'UTR act | FLuc inhib CS | FLuc act counter | PMI act | TNAP act hiacc | PMI act hi M6P | TNAP inh noacc
COc1ccc(C(=O)Nc2nnc(-c3ccco3)s2)cc1 | 0.9 | 4.82* | -2.7 | / | 62.4* | 0.4 | 1.1 | 1 | 1.1 | -18.4
COc1ccc(/C=N/NC(=O)C(C)n2cnc3ccccc3c2=O)cc1OC (configuration not stated) | 0.9 | 1.13 | -4.8 | -14.9 | -5.1 | 1.1 | 0.8 | 1 | 0.9 | -9.2
Cc1c(=O)n(OCc2ccccc2)c2ccccc2[n+]1[O-] | 0.7 | 1.97 | -2.6 | -3.4 | -8.9 | 1.1 | 1.1 | 1 | 1 | 16.3
CCOc1ccccc1NC(=O)C1CCCCN1S(=O)(=O)c1ccc(F)cc1 (configuration not stated) | 0.9 | 0.96 | -1.9 | -7.6 | -3.7 | 1 | 0.9 | 1 | 1 | -4.1
COc1ccc(CC(=O)NCc2nnc(SCc3ccc([N+](=O)[O-])cc3)n2C)cc1 | 1.1 | 1.24 | -1.7 | 8.9 | -3.3 | 1 | 1 | 1 | 1 | -6.6
Cc1ccc(/C=C2/SC(=O)N(CC(=O)N3CCOCC3)C2=O)s1 | 1 | 1.14 | -2.6 | 0.8 | -0.7 | 1 | 1 | 1 | 1.1 | -16.4
Cc1ccc(C(CC(=O)O)Nc2nc(N3CCCCC3)nc(N3CCCCC3)n2)cc1 (configuration not stated) | 1 | 1 | -5.8 | -2.6 | -2.9 | 1 | 0.9 | 1.1 | 0.9 | -9.6
COc1ccc([C@@H]2[C@H]3CN(C(C)=O)CC=C3C(C#N)=C(N)C2(C#N)C#N)c2ccccc12 | 0.9 | 0.58 | -10.7 | -14.2 | -9.0 | 1.1 | 0.9 | 1.1 | 0.7 | -18.9
CCCOC(=O)CCn1c(=S)oc2ccccc21 | 0.8 | 1.35 | -1.4 | -9.6 | 1.4 | 1 | 1 | 1 | 1 | -4.3
CC(C)=C1C2CCC1C1C(=O)N(c3ccc(C)c(C)c3)C(=O)C21 (configuration not stated) | 1.1 | 1.28 | -5.5 | 5.7 | -5.6 | 1.1 | 0.9 | 1.1 | 0.9 | -5.4
CCCN(CC(=O)Nc1ccccc1C)C(=O)CCl | 1.1 | 0.2 | -4.9 | 2.0 | -2.5 | 1 | 1.4 | 1 | 1.2 | -4.2
Cc1cccc(NC(=O)NNC(=O)c2cc(-c3ccccc3Cl)nc3ccccc23)c1 | 1.2 | 0.85 | -2.4 | 11.7 | -7.8 | 1.1 | 0.9 | 1 | 1 | -2.7
Cn1c(=O)c2c(nc(Oc3ccc(-c4ccccc4)cc3)n2C)n(C)c1=O | 1 | 1.41 | -0.1 | 0.3 | -2.5 | 1 | 0.8 | 1 | 0.8 | -5.2
COc1ccc(N=C2S/C(=C\c3ccc(C)s3)C(=O)N2CC(C)C)cc1 | 0.8 | 1.12 | 3.2 | -15.8 | -1.4 | 1 | 0.9 | 1 | 0.9 | -2.0
CCC(=O)Nc1ccc(-c2nnc(SCc3ccc(C(=O)Nc4nccs4)cc3)n2CC)cc1 | 1 | 1.21 | -2.2 | 1.2 | 14.2 | 0.9 | 1 | 1 | 0.9 | -8.2
O=C(NCc1ccco1)C(c1cccnc1)N(C(=O)Cn1nnc2ccccc21)c1ccc(F)cc1 (configuration not stated) | 1 | 0.88 | -10.8 | -11.4 | -6.6 | 1.1 | 1.1 | 1.1 | 1.1 | -15.2
Cc1ccc(-c2cnc(SCC(=O)N3CCCc4ccccc43)n2C)cc1 | 1 | 0.84 | -0.9 | 9.8 | 10.2 | 0.9 | 0.8 | 1 | 0.8 | -5.4
N#Cc1cc2c(nc1SCC(=O)Nc1sc3c(c1C#N)CCC3)CCCCCC2 | 1 | 1.13 | -5.3 | -13.5 | -9.2 | 1.1 | 1 | 1.1 | 1 | -10.7
Cc1ccc(S(=O)(=O)c2nc(C)oc2NCc2ccccc2)cc1 | 0.9 | 1.07 | -7.6 | 0.5 | -9.9 | 1.1 | 1.4 | 1.1 | 1.8 | -15.5
Cc1cccc(C)c1NC(=O)C(c1cccs1)N(Cc1ccco1)C(=O)Cn1nnc2ccccc21 (configuration not stated) | 0.8 | 0.64 | -5.4 | 26.4 | -6.3 | 1.1 | 0.9 | 1.1 | 0.9 | -15.9
O=C(CN1CCN(c2ccc(F)cc2)CC1)c1ccc2c(c1)OCO2 | 1 | 1.18 | 1.7 | 11.9 | -2.2 | 1 | 1.3 | 1 | 1.5 | -0.6
CCn1cc(CNC(=O)c2cccc([N+](=O)[O-])c2)c(C)n1 | 1.1 | 1.19 | 10.3 | 3.9 | -2.2 | 1 | 1 | 0.9 | 1.1 | 0.2
COc1ccccc1C1/C(=C(/O)c2ccccc2)C(=O)C(=O)N1CCO (configuration not stated) | 0.9 | 1.13 | -7.7 | 2.9 | -9.9 | 1.1 | 1 | 1.1 | 1 | -14.5
COc1cc2c(cc1NC(=O)CSc1cccc[n+]1[O-])oc1ccccc12 | 1 | 1.13 | -4.9 | -6.2 | -8.9 | 1.1 | 1 | 1 | 1.1 | 1.2
CCOc1ccccc1C(=O)N1CCN=C1SCc1cccnc1 | 0.9 | 1.02 | -4.0 | -2.8 | -4.8 | 1 | 0.9 | 1 | 0.9 | -11.1
CCN(CC)CCCNC(=O)CSc1nc(-c2ccc(F)cc2)cc(C(F)(F)F)n1 | 1 | 1.03 | 1.1 | 15.2 | -4.9 | 1 | / | 1 | / | -0.9
CC(C)(C)P(=O)(CO)c1ccccc1 (configuration not stated) | 0.9 | 1.35 | -7.3 | -16.1 | -2.8 | 1 | 1.1 | 1.1 | 1 | -16.5
Nc1nc(-c2ccco2)c(-c2ccco2)s1 | 0.8 | 0.95 | 2.7 | -1.5 | -3.5 | 1 | 1.2 | 1 | 0.8 | -7.2
O=C(c1ccc2ncsc2c1)N1CCN(c2ccc(O)cc2)CC1 | 0.9 | 3.12 | -6.7 | -5.4 | -4.4 | 1 | 1 | 1.1 | 0.9 | -4.4
CC(C)C(=O)N(c1ccc2oc(=O)sc2c1)S(=O)(=O)c1cccs1 | 0.8 | 1.42 | 4.9 | 16.8 | -6.6 | 1.1 | 1 | 1 | 1 | 13.3
Cc1nnc(SCC(=O)NC(=O)NC(C)(C)C)n1N | 1 | 0.98 | -2.2 | 3.3 | -3.2 | 1 | 0.9 | 1 | 1 | -9.7
Cc1ccc(NS(=O)(=O)c2cc(NC(=O)c3ccc4c(c3)NC(=O)CS4)ccc2Cl)c(C)c1 | 1 | 0.56 | -3.8 | -0.5 | -5.5 | 1.1 | 0.4 | 1 | 0.7 | -10.9
Cc1cccc(NC(=O)c2ccccc2Br)n1 | 0.9 | 1.49 | -7.5 | 22.7 | -0.9 | 1 | 1.6 | 1.1 | 1.3 | -20.1
CCOc1ccc2nc(NCCNC(=O)C(C)(C)C)c(C)cc2c1 | 1 | 1.12 | -4.6 | -4.3 | -2.6 | 1 | 1 | 1 | 1 | -8.8
CC(=O)c1cc2c(cc1NC(=O)CN1CCN(c3cccc(C(F)(F)F)c3)CC1)OCO2 | 0.9 | 0.97 | -2.4 | / | -3.8 | 1 | 1.1 | 1 | 1.2 | -10.7
CCc1nc2ccccc2n1CC(=O)N1CCN(S(=O)(=O)c2cccc(C(F)(F)F)c2)CC1 | 1.1 | 0.64 | 2.2 | 9.3 | 3.8 | 1 | 0.9 | 1 | 1 | -1.4

Of the compounds above, 2 contain a nitro group on carbon.
SMILES | bIAP act | NF-kB expr up | TNAP inh hiacc | APP 5'UTR act | FLuc inhib CS | FLuc act counter | PMI act | TNAP act hiacc | PMI act hi M6P | TNAP inh noacc
COc1ccc(CC(=O)NCc2nnc(SCc3ccc([N+](=O)[O-])cc3)n2C)cc1 | 1.1 | 1.24 | -1.7 | 8.9 | -3.3 | 1 | 1 | 1 | 1 | -6.6
CCn1cc(CNC(=O)c2cccc([N+](=O)[O-])c2)c(C)n1 | 1.1 | 1.19 | 10.3 | 3.9 | -2.2 | 1 | 1 | 0.9 | 1.1 | 0.2

(listing goes on)
SMILES | bIAP act | NF-kB expr up | TNAP inh hiacc | APP 5'UTR act | FLuc inhib CS | FLuc act counter | PMI act | TNAP act hiacc | PMI act hi M6P | TNAP inh noacc
CCCn1c(-c2ccc(OC)cc2)nc2c(=O)n(C)c(=O)[nH]c21 | 0.9 | 1.09 | -2.1 | -10.2 | -7.5 | 1.1 | 0.9 | 1 | 1 | -5.1
COc1ccc(/C=C2\SC(=S)N(CCC(=O)NC3=NCCS3)C2=O)cc1OC | 0.9 | 0.8 | 9.4 | -10.0 | -2.4 | 1 | 1 | 0.9 | 1 | 21.0
COC(=O)CSc1cc(C(F)(F)F)nc(-c2ccccn2)n1 | 1.1 | 0.94 | 1.4 | 6.5 | -6.2 | 1.1 | 1 | 1 | 1 | -6.7
COc1ccccc1CCc1nnc(CCC(=O)NC(C)Cn2nc(C)cc2C)o1 (configuration not stated) | 1 | 1.07 | 1.0 | -11.6 | -2.9 | 1 | / | 1 | / | -2.1
COC(=O)CSc1nnc(-c2ccccc2O)n1-c1ccc(C)cc1 | 1.2 | 0.95 | -4.5 | -2.7 | -2.4 | 1 | 0.9 | 1 | 1 | -8.7
CC(=O)Nn1c(C)nnc1-n1nc(C)cc1C | 1 | 1.03 | 1.3 | -1.1 | -1.8 | 1 | 0.8 | 1 | 0.9 | -3.0
CSc1nc(Cc2ccccc2)cc(=O)[nH]1 | 1.1 | 1.13 | -5.7 | 4.7 | -5.6 | 1.1 | 1.1 | 1.1 | 1 | -6.5
O=C(/C=C/c1ccco1)Oc1ccc(C(=S)N2CCOCC2)cc1 | 0.9 | 0.94 | 2.2 | 3.5 | 7.8 | 0.9 | 1 | 1 | 1 | -5.6
CCCCn1nnnc1SCC(=O)NCc1ccco1 | 1 | 1.36 | 0.4 | / | -5.2 | 1.1 | 1 | 1 | 1.1 | -9.3
CC(=O)c1ccc(NC(=O)c2ccn[nH]2)cc1 | 1.2 | 1.86 | -3.4 | 72.6 | 60.3* | 0.4 | 1 | 1 | 1 | 1.9
FC(F)(F)c1nnc2ccc(Sc3ccccn3)nn12 | 0.9 | 1.12 | -5.7 | -19.6 | -11.8 | 1.1 | 1.1 | 1.1 | 1 | -5.7
